LMNA splice mod = modulators of lamin A splicing. AID 1487. Potency, µM (titrated, usually from 46.1 µM), for the others: at the highest dose ratio change, negative = inhibition, usual class: inhibitors. HeLa LMNA splicing GFP/RFP minigene ratio, 48 h. 200,000 compounds, 0.01% hits; active = well fitted inhibition curve with a large enough effect in the signal ratio, with a control signal flat, not every such curve was filed as active; inconclusive = small, poorly fitted or top-dose-only effect, or effect the other way, or a change in a side signal; the % refers to the signal ratio; note: potency is the fitted concentration of half-maximal effect; % is set by controls: 0 for no effect and ±100 for the full control effect
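Read-out is the ratio of GFP to DsRed2 object intensity, acquired by 488 nm laser-scanning cytometry on HeLa lamin A-EGFP minigene reporter cells. Compound incubation 48 hrs at 37 °C in Opti-MEM with 2% FBS; DMSO 0.5% final.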
GAA glycogen = GAA glycogen-cleavage inhibition or activation; recombinant GAA, glycogen substrate, Amplex Red glucose oxidase fluorescence; Potency, µM (titrated, usually from 76.4 µM), for inactives: top-dose activity change, negative = inhibition, usual class: inhibitors; 300,000 compounds, 0.38% hits; AID 2100;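 note: potency is the fitted concentration of half-maximal effect; 0% = full enzyme reaction and -100% = no-enzyme basal signal; the screen sought inhibitors and activators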
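Recombinant human enzyme (4 nM); glycogen substrate; 37 C, 40 min, pH 5.0. Readout: coupled glucose oxidase/Amplex Red fluorescence.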
CBFb-RUNX1 inh = blocks binding between human CBF-beta and RUNX1; AID 1477; AlphaScreen CBFb-His/RUNX1-biotin binding, biochemical; Potency, µM (doses to about 59.8 µM), without a hit: at the top dose activity, negative = inhibition, most hits filed as inhibitors; Q01196+Q13951; 230,000 tested, under 10 active; note: % of control where 0% means no effect
Target sequence (Q01196 whole entry, looked up): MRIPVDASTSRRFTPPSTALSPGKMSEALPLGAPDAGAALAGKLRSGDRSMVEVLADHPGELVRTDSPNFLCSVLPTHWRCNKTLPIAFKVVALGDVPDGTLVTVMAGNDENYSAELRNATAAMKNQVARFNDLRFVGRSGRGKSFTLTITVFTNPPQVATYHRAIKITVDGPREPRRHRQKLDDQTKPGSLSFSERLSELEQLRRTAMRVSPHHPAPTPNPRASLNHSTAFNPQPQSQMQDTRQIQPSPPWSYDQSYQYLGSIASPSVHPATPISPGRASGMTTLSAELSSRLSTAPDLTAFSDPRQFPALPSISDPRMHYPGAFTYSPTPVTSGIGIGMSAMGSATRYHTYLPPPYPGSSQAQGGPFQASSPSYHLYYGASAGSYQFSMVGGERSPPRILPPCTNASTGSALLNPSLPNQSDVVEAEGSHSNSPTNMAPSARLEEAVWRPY
Target sequence (Q13951 whole entry, looked up): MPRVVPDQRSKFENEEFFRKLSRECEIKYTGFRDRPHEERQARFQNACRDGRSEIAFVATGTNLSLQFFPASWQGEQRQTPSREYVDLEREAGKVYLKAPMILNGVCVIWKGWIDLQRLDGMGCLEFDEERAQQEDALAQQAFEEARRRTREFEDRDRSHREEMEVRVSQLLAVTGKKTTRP
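CBF-beta (His) and RUNX1 (biotin), 30 nM each; 20 min preassociation; + compound, 15 min; + beads 50 ng each (Ni, streptavidin), 90 min; RT; AlphaScreen read.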
GAA inh = blocks human lysosomal alpha-glucosidase; 200,000 compounds, 0.005% hits; Potency, µM (highest dose often 76.9 µM), inactives show top-dose activity change, negative = inhibition, actives largely listed as inhibitors; purified human GAA, 4-MU-alpha-glucoside fluorescence;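 note: potency is the fitted concentration of half-maximal effect; plate controls were uninhibited enzyme wells for no effect and no-enzyme background for full effect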
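AC50 values come from Hill fits of compound titrations (up to 77 uM) against 4 nM human enzyme. Substrate 4-methylumbelliferyl-alpha-D-pyranoside at 400 uM, pH 5.0 citrate buffer, 20 min room temperature; fluorescence Ex 365/Em 440 after alkaline stop.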
HTT cytoprotect = Huntington cell model cytoprotection by ATP luminescence | Potency, µM (titrated, usually from 56.4 µM), without a hit: cytoprotection (ATP increase), most hits filed as activators | PC12 HTT-Q103 induced, cytoprotection, ATP luminescence, 40 h | 230,000 compounds, 0.14% hits;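 note: potency is the fitted concentration of half-maximal effect; % of control where 0% means no effect; nearly all actives have a fitted effect of over 45% in size; toxic huntingtin expression switched on by the ecdysone agonist tebufenozide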
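Huntington model: PC12 line, ecdysone-inducible HTTQ103 exon1–GFP, tebufenozide 100 nM. Test articles in a dose series. Endpoint luminescence from cellular ATP.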
GAA spleen mod = lysosomal alpha-glucosidase (human) modulation | 240,000 compounds, 0.006% hits | human spleen homogenate, 4-MU-alpha-glucoside fluorescence | AID 2112 | Potency, µM (top dose mostly 79.9 µM), without a hit: at the highest dose activity change, negative = inhibition, usual class: inhibitors | P10253;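 note: potency is the fitted concentration of half-maximal effect; 0% = enzyme with vehicle and -100% = no enzyme basal signal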
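Human spleen homogenate (1 ug) with 4-methylumbelliferyl-alpha-D-glucopyranoside (1 mM final) in 50 mM citrate/phosphate pH 5.0, 0.01% Tween-20; 40 min at 37 C. Stopped at pH 10; 4-MU fluorescence Ex 365/Em 440 nm; AC50 by Hill fit.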
HTT aggregate = inhibitors of mutant huntingtin aggregate formation in PC12 cells; 220,000 compounds, 1.1% hits; PC12 HttQ103-GFP aggregates, Acumen cytometry, 40 h; Potency, µM (titrated, usually from 46.1 µM), without a hit: top-dose activity change, negative = inhibition, hits mostly inhibitors; note: potency is the fitted concentration of half-maximal effect; % is set by controls: 0 for no effect and ±100 for the full control effect; nearly all actives have a fitted effect of over 60% in size
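Quantitative HTS on tebufenozide-induced (100 nM) PC12 cells stably expressing polyQ103 Huntingtin exon 1–GFP. Reduction of bright GFP aggregates, detected by laser scanning cytometry after lysis, identified actives across the titration.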
An asterisk follows results filed as active; u = inconclusive; x = no result given; [ ] = dose if it differs, or a comment. Unless noted, calls come from the whole dose curve; as a rule, active = well fitted curve in the direction sought with a large enough effect; inconclusive = small, poorly fitted or top-dose-only effect, or another doubt; inactive = no such curve, though single readings can be large; an effect the other way counts as inactive or inconclusive.

item | molecule | LMNA splice mod | GAA glycogen | CBFb-RUNX1 inh | GAA inh
1 | COc1cc(/C=N/NC(=O)C(Cc2c[nH]c3ccccc23)NC(=O)OCC(C)C)cc([N+](=O)[O-])c1OCc1ccccc1 (stereo not drawn) | -2%[46 µM] | -6% | -30% | -9%
2 | COc1ccc(C2=NOC(COc3ccc([N+](=O)[O-])cc3)C2)cc1 (stereo not drawn) | x | 3% | 7% | x
3 | Cc1oc(-c2ccccc2Cl)nc1CSCC(=O)N1CCCC1 | u | 5% | 9% | -4%
4 | CCOC(=O)C1CCCN(C(=O)C2CCCN(S(=O)(=O)c3ccc4c(c3)oc(=O)n4C)C2)C1 (stereo not drawn) | -21% | 12% | -1% | -2%
5 | CS(=O)(=O)NCc1ccc(C(=O)NC2CCCCC2)cc1 | 1% | 2% | 4% | -7%
6 | Cc1ccc(NC(=O)c2cc([N+](=O)[O-])ccc2N2CCOCC2)cc1S(=O)(=O)N(C)C | x | 0% | 3% | x
7 | COc1ccc(CSc2nnc3[nH]c(=O)cc(N)n23)cc1 | x | 0% | -28% | -3%
8 | Brc1ccccc1-c1ccccc1 | x | x | 5%[21.7 µM] | x
9 | CC1(C)Cc2noc(N)c2C(C)(C)N1O | -7% | u | -5% | -1%
10 | S=C(Nc1ccc(Nc2ccccc2)cc1)NC1CCCCCC1 | u | u | u | 0%
11 | CCOC(=O)c1sc(N)c(C(N)=O)c1C | 7%[46 µM] | -5% | 6% | -2%
12 | CCN1CCN(c2oc(-c3ccc([N+](=O)[O-])cc3)nc2C#N)CC1 | x | 6% | -2% | x

item | HTT cytoprotect | GAA spleen mod | HTT aggregate
1 | -2%[10 µM] | -13% | 3%[9.22 µM]
2 | 23%[10 µM] | 1% | 0%[9.22 µM]
3 | 13%[10 µM] | -6% | -10%
4 | -10% | -3% | -13%
5 | -20%[0.074 µM] | 4% | -14%
6 | 1%[10 µM] | 0% | -8%[9.22 µM]
7 | -60%[inhibitor] | -5% | 15%
8 | 7% | -3% | x
9 | -23%[10 µM] | -2% | -2%
10 | -146%[inhibitor] | 2% | 26%[9.22 µM]
11 | -17% | -3% | -14%
12 | 20%[10 µM] | 0% | 13%[9.22 µM]

An excerpt from above in order of the GAA spleen mod value, smallest number first.
cpd | mol | GAA spleen mod
8 | Brc1ccccc1-c1ccccc1 | -3%
2 | COc1ccc(C2=NOC(COc3ccc([N+](=O)[O-])cc3)C2)cc1 (stereo not drawn) | 1%
5 | CS(=O)(=O)NCc1ccc(C(=O)NC2CCCCC2)cc1 | 4%

Further results follow:
item | molecule | LMNA splice mod | GAA glycogen | CBFb-RUNX1 inh | GAA inh
13 | CC1CCN(C2=C(NS(=O)(=O)c3ccccc3)C(=O)c3ccccc3C2=O)CC1 | x | u | x | x
14 | N/C(=N\OC(=O)Cc1cccs1)c1ccc(Cl)cc1 | x | -4% | 20% | x
15 | O=C(CCN1C(=O)c2ccccc2C1=O)Nc1cccc(S(=O)(=O)NC2=NCCC2)c1 | 18%[9.22 µM] | -21% | -18% | -4%
16 | NS(=O)(=O)c1ccc(NC(=O)c2ccc3nccnc3c2)cc1 | x | 3% | 5% | x
17 | C[C@H](Oc1ccccc1)C(=O)N[C@@H]1C(=O)N2[C@@H]1SC(C)(C)[C@@H]2C(=O)O | u | x | 4%[21.7 µM] | x
18 | CCC1=Nc2ccc(Br)cc2C(c2ccccc2)N1CC(=O)OC (stereo not drawn) | -8% | 6% | -2% | -5%
19 | Cc1nn(Cc2ccccc2Cl)c(C)c1C(=O)N1CCN(c2ccccc2)CC1 | -25% | -1% | 5% | -8%
20 | CCC1=C/C(=C/c2sc3ccccc3[n+]2CC)CC(C)(C)C1 | x | -10% | -2% | -1%
21 | O=C1CSc2ccc(C(=O)Nc3cccc(S(=O)(=O)Nc4ccc(Br)cc4)c3)cc2N1 | u | -7% | -11% | 2%
22 | COc1ccc(CC(=O)NCc2nnc(SCC(=O)Nc3nccs3)n2-c2ccccc2)cc1 | -9% | 2% | 6% | -9%
23 | COCCN(CC(=O)NCc1ccccc1)C(=O)CCC(=O)Nc1nccs1 | -5% | 11% | 3% | 2%
24 | Cc1cccnc1NC(=O)Cn1nc(C)c([N+](=O)[O-])c1C | 18% | 7% | -3% | -5%

item | HTT cytoprotect | GAA spleen mod | HTT aggregate
13 | 7%[10 µM] | -4% | 6%[9.22 µM]
14 | 8%[10 µM] | 0% | -3%[9.22 µM]
15 | -28% | x | 4%
16 | 7%[10 µM] | 10% | -9%[9.22 µM]
17 | u | 2%[29.1 µM] | 7%[20.6 µM]
18 | -7% | -2% | 15%
19 | 27%[10 µM] | -5% | 7%
20 | -29% | -5% | 3%
21 | 38%[10 µM] | 2% | 7.9µM*
22 | -5% | -9% | 7%
23 | -20%[10 µM] | 1% | -7%
24 | 0% | -8% | -6%

The results go on.
item | molecule | LMNA splice mod | GAA glycogen | CBFb-RUNX1 inh | GAA inh
25 | COc1ccc(CCN2C(=O)CCC2(C)C(=O)NCc2cccnc2)cc1OC (stereo not drawn) | -1% | -4% | 8% | -3%
26 | Cc1ccc(C)c(N2CCN(c3nc4ccccc4c(=O)n3Cc3ccccc3)CC2)c1 | u | 7% | 8% | 0%[15.4 µM]
27 | O=C(O)/C=C/C(=O)NC1CCCCCCCCCCC1 | x | 0% | 0% | x
28 | CCCNC(=S)Nc1ccc(F)cc1F | x | -11% | 3% | -1%[15.4 µM]
29 | CCOC(=O)CCN(Cc1cccs1)S(=O)(=O)c1ccc(F)cc1 | 11% | 7% | 8% | -4%
30 | CC(C)C(=O)NNC(=O)c1c(O)c2ccccc2[nH]c1=O | x | -2% | 2% | x
31 | c1ccc(-c2nn3c(Cn4nnc5ccccc54)nnc3s2)nc1 | 10% | -1% | -12% | 4%
32 | COc1cc(OC)cc(C(=O)NCC(=O)OCc2nc3ccccc3s2)c1 | x | 5% | -22% | -6%
33 | CCCC(c1nnnn1C(C)(C)C)N1CCN(Cc2ccccc2)CC1 (stereo not drawn) | 18%[46 µM] | -8% | 10% | 13%
34 | O=C(CSc1nc2c(c(=O)n1-c1ccc(F)cc1)SCC2)N1CCCC1 | 8% | -5% | -3% | -8%
35 | CS(=O)(=O)Nc1ccc2c3c(cccc13)CC2 | -5% | -26% | 7% | 1%
36 | CC(=O)Nc1ccc(Nc2ncnc3ccccc23)cc1 | x | 1% | 10% | x

item | HTT cytoprotect | GAA spleen mod | HTT aggregate
25 | 5% | -9% | 4%
26 | -14% | 1% | 13%
27 | 5%[10 µM] | 10% | -4%[9.22 µM]
28 | 4%[10 µM] | -14% | -1%[9.22 µM]
29 | 0% | -2% | -3%
30 | 4%[10 µM] | -6% | -14%[9.22 µM]
31 | -14% | -9% | 8%
32 | -78%[inhibitor][10 µM] | -5% | u
33 | -7%[10 µM] | 5% | -9%[9.22 µM]
34 | -38%[inhibitor] | -9% | 0%
35 | 17% | 2% | -22%
36 | 9%[10 µM] | 7% | -5%[9.22 µM]

More results
item | molecule | LMNA splice mod | GAA glycogen | CBFb-RUNX1 inh | GAA inh
37 | O=C(CCC1CCCN(C(=O)c2ccc3c(c2)OCO3)C1)N1CCN(c2ccccn2)CC1 (stereo not drawn) | u | 3% | -8% | 7%
38 | CCNC(=O)NC(=O)C(C)OC(=O)c1cccn1C (stereo not drawn) | 9%[46 µM] | 3% | 6% | 4%
39 | CCOC(=O)C1CCN(C2=C(NS(=O)(=O)c3ccc(Cl)cc3)C(=O)c3ccccc3C2=O)CC1 | x | -15% | x | x
40 | CS(=O)(=O)c1ccc(Cl)c(NC(=O)COC(=O)c2c(Cl)cccc2Cl)c1 | x | 7% | -3% | u
41 | CC(C)CC(=O)/C=C/n1c(=S)oc2ccccc21 | u | 3% | 1% | -1%
42 | O=C(/C=C/c1ccco1)Oc1cccc2cccnc12 | x | -2% | -15% | x
43 | C=CCn1c(SCc2nc3cc(C(=O)OC)ccc3c(=O)[nH]2)nc2sc(CC)cc2c1=O | -2% | -2% | 14% | 1%
44 | CCC1(CC)Cc2ccccc2C(Nc2c(C)n(C)n(-c3ccccc3)c2=O)=N1 | -6% | 14% | 1% | u
45 | Cc1cc2nnc(SCC(=O)N(C)C3CCS(=O)(=O)C3)n2c2ccccc12 (stereo not drawn) | 0%[46 µM] | 3% | -9% | -10%
46 | COc1ccc(OC)c(C(=O)CSc2nnc(-c3cccs3)o2)c1 | 7% | -18% | -2% | 7%
47 | Cc1nc2ccc(NC(=O)c3cccs3)cc2c(=O)n1Cc1ccc(Cl)cc1 | u | -5% | 5% | u
48 | Cc1c(-c2ccc(Br)cc2)nc2ccccn12 | -11% | 11% | 2% | -10%

item | HTT cytoprotect | GAA spleen mod | HTT aggregate
37 | 29%[10 µM] | 11% | 32%[9.22 µM]
38 | -14%[10 µM] | -5% | 20%
39 | 3%[10 µM] | -1% | -21%[9.22 µM]
40 | -61%[inhibitor] | -4% | 2%[9.22 µM]
41 | -34%[10 µM] | -13% | u
42 | -40%[10 µM] | 9% | -27%[9.22 µM]
43 | -17%[0.074 µM] | -10% | u
44 | 20% | 0% | 8%
45 | -24% | 2% | 0%
46 | -17%[10 µM] | -13% | -2%
47 | -10%[10 µM] | -8% | -3%
48 | 26%[10 µM] | 3% | 12%

More structures
item | molecule | LMNA splice mod | GAA glycogen | CBFb-RUNX1 inh | GAA inh
49 | O=C(c1ccccc1NS(=O)(=O)c1cccc2cccnc12)N1CCOCC1 | x | -12% | 2% | -1%
50 | O=C(c1ccc(Cl)c(S(=O)(=O)N2CCCCCC2)c1)N1CCCC1 | x | 1% | 5% | x
51 | Cc1ccccc1C(=O)OCCN(C)Cc1ccccc1 | u | -1% | 6% | -3%
52 | N#CC(C#N)=C1C=C2C=C(N3CCCCCC3)CCC2CC1 (stereo not drawn) | u | -21% | 12% | -1%
53 | O=C(Nc1nnc(-c2ccccc2F)s1)C1CCN(S(=O)(=O)c2ccc(Cl)cc2)CC1 | -12% | -3% | 3% | -3%
54 | CNC(=S)NNc1nncc2ccccc12 | u | 10µM* | 6% | 14%
55 | Cc1ccccc1NC(=O)C1C2CC/C=C\CCC21 (stereo not drawn) | -1% | -3% | -5% | -4%

item | HTT cytoprotect | GAA spleen mod | HTT aggregate
49 | -29% | -6% | -26%
50 | 25%[10 µM] | 5% | 31%[9.22 µM]
51 | -8% | -13% | 6%
52 | -1%[10 µM] | -1% | 0.71µM*
53 | 8%[10 µM] | 1% | -8%
54 | -12% | 4% | 2%
55 | x | -1% | -12%
